# SIAH1 antagonists – Siah-1 peptide-binding antagonists, primary screen, biochemical, fluorescence polarization, rhodamine-plectin, uHTS (AID 1817); Siah-1 / rhodamine-plectin peptide fluorescence polarization; higher % means a stronger effect; one-dose displacement, % at 20 µM; IC50 in µM for titrated hits; hit rate 0.02% among 290,000;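 active = displacement of at least 50% at 20 µM, with a fluorescence ratio check between 0.3 and a set limit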;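 also: plate controls were Siah plus tracer with DMSO for no effect and tracer alone without Siah for full effect; strong numbers were not always called active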
# NOD1 inhibition – NOD1 signaling inhibitors, primary screen, cell-based, luminescence, uHTS (AID 1578) | NOD1-driven NF-kB luciferase reporter cells, luminescence; higher % means a stronger effect | inhibition, % at 4 µM, or EC50 in µM where a hit was titrated | hit rate 1% among 290,000; in the data active = inhibition mostly above about 36%, no sharp cut-off; inactive = mostly below about 34%;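 also: HEK-293T reporter cells stimulated with the NOD1 agonist gamma-tri-DAP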
# KOR beta-arrestin-1 – KOR antagonists, beta-arrestin recruitment, cell-based, luminescence, uHTS (AID 1778); KOR beta-arrestin recruitment, luminescence, antagonist mode; higher % means a stronger effect; one-dose inhibition, % at 10 µM; IC50 in µM for titrated hits; hit rate 0.091% among 290,000; in the data active = inhibition above about 50%; also: strong numbers were not always called active
# AID2073 – inhibitors of Mint1-CaV2.2 protein interaction, biochemical, HTRF (AID 2073) | HTRF protein-protein interaction, Mint1-CaV2.2; higher % means a stronger effect | one-dose inhibition, % at 20 µM; IC50 in µM for titrated hits | hit rate 0.19% among 290,000; in the data active = inhibition mostly above about 51%, no sharp cut-off; inconclusive = no clear call, values can overlap the other calls; inactive = mostly below about 53%; also: some results filed as inactive read as strong as hits
# GPR55 LPI antagonism – inhibition of LPI-stimulated GPR55 beta-arrestin translocation – imaging, U2OS, beta-arrestin-GFP, LPI agonist, primary screen (AID 2013); U2OS GPR55 beta-arrestin-GFP translocation imaging, LPI antagonism; higher % means a stronger effect; inhibition, % at 10 µM; hits with a dose series show IC50 in µM; hit rate 0.13% among 290,000;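 active = spots per cell inhibited over 60%, with over 100 cells counted and total cytoplasm intensity under 500,000; inconclusive = wells with under 100 cells, flagged as likely toxic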;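 also: U2OS cells stably carrying GPR55 and arrestin-GFP stimulated by 5 µM LPI near EC80; imaged beta-arrestin-GFP aggregate spots per cell after agonist stimulation; plate controls were LPI-stimulated DMSO wells for no effect and DMSO wells without LPI for full effect; some results filed as inactive read as strong as hits; confirmed hits need IC50 under 10 µM and bright autofluorescent wells are also inconclusive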
# GPR55 beta-arrestin – GPR55 agonists via beta-arrestin recruitment, primary screen, imaging, U2OS cells, beta-arrestin-GFP redistribution (AID 1961); activation, % at 10 µM, or EC50 in µM where a hit was titrated; U2OS GPR55 beta-arrestin-GFP redistribution imaging; higher % means a stronger effect; hit rate 0.048% among 290,000;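 active = activation above 40% with more than 50 cells counted in the well; inconclusive = wells holding fewer than 50 cells, flagged as toxic or sparse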;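 also: U2OS osteosarcoma cells stably expressing GPR55 and beta-arrestin-GFP; plate controls were DMSO negative control for no effect and LPI positive control for full effect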
# HIV fusion peptide – cell-free HIV fusion peptide-binding blockers – biochemical, uHTS, fluorescence dequenching, primary screen (AID 1986) | hit rate 0.3% among 290,000 | one-dose inhibition, % at 20 µM; IC50 in µM for titrated hits | cell-free peptide binding, fluorescence dequenching, 30 min; higher % means a stronger effect; in the data active = inhibition mostly above about 52%, no sharp cut-off; inactive = mostly below about 76%; also: some results filed as inactive read as strong as hits
# GPR35 arrestin U2OS – inhibition of zaprinast-stimulated GPR35 beta-arrestin translocation – imaging, U2OS, beta-arrestin-GFP, zaprinast agonist, primary screen (AID 2058). hit rate 0.052% among 290,000. U2OS GPR35 beta-arrestin-GFP translocation imaging, zaprinast antagonism; higher % means a stronger effect. one-dose inhibition, % at 10 µM; IC50 in µM for titrated hits;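 active = inhibition of at least 50% with at least 30 cells and total cytoplasm GFP at most 10,000,000; inconclusive = under 30 cells or total GFP of 10,000,000 plus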
# KOR beta-arrestin-2 – kappa opioid receptor activators – cell-based, luminescence, uHTS, primary screen (AID 1777). activation, % at 10 µM; hits with a dose series show EC50 in µM. KOR beta-arrestin recruitment, luminescence; higher % means a stronger effect. hit rate 0.02% among 280,000; in the data active = activation above about 50%, passing the limit was not always enough; also: a part of the inactive calls stands beside numbers as strong as those of hits
# An asterisk follows results filed as active; ? = inconclusive; · = not tested or not shown; [ ] = another dose, or the depositor's remark.
# The line under a structure holds: SIAH1 antagonists	NOD1 inhibition	KOR beta-arrestin-1	AID2073	GPR55 LPI antagonism	GPR55 beta-arrestin	HIV fusion peptide	GPR35 arrestin U2OS	KOR beta-arrestin-2
> Cc1csc(C(C)NC(=O)c2ccc(OC3CCN(CCc4ccccc4)CC3)cc2)n1 (configuration not stated)
  -1%	-17%	-15%	11%	7%	0.2%	-2.5%	11%	-1.7%
> Cc1cccc(/C=C2\Sc3ccc(C(=O)N4CCC(C)CC4)cc3N(C)C2=O)c1
  1%	9%	-48%	2%	11%	-0.2%	0.4%	-2%	0.0%
> Cc1ccc(C23CC4CC(CC(C(=O)N(C)C)(C4)C2)C3)cc1
  -2%	-2%	1%	4%	-7%	0.0%	-0.4%	18%	4.0%
> O=c1c2ccsc2ncn1Cc1ccc(Cl)cc1
  2%	9%	23%	-5%	2%	0.0%	0.3%	8%	8.3%
> Cc1cc(O)c2c(CN3CCN(Cc4ccccc4)CC3)cc(=O)oc2c1
  -2%	-13%	-26%	-3%	6%	0.0%	-1.0%	-17%	1.8%
> CCOC(=O)c1cc(CC)sc1NC(=O)CCC(=O)O
  -1%	-14%	5%	5%	?	-0.2%	3.4%	10%	-2.1%
> CCOC(=O)[C@@H]1[C@H]2COc3ccc(Br)cc3[C@H]2N2C(=O)N(c3ccc(C)cc3)C(=O)[C@]12C
  4%	-18%	1%[20 µM]	34%	5%	0.4%	0.3%	-11%	-4.3%
> O=C(/C=C/c1ccc(Cl)c([N+](=O)[O-])c1)Nc1ccc(N2CCCC2)c(Cl)c1
  -3%	-42%	-4%	6%	6%	0.5%	-4.4%	·	-3.9%
> Cc1cccc(CS(=O)(=O)Cc2ccc(C(=O)NCCc3ccccc3)o2)c1
  3%	8%	10%	7%	31%	-0.1%	-1.4%	0%	-4.4%
> COc1ccc(/C=N/OCC(=O)Nc2nc3ccccc3s2)cc1
  -2%	-18%	5%	6%	6%	0.9%	2.2%	6%	-2.8%
> O=c1c2ccccc2oc2ccc(NCCCn3ccnc3)cc12
  -2%	-21%	-99%[20 µM]	16%	5%	-0.2%	1.8%	-4%	7.3%
> CCn1cc(C2=NOC(C(=O)Nc3cc(OC)c(Cl)cc3OC)C2)c(C)n1 (configuration not stated)
  -6%	15%	21%	3%	19%	-0.1%	-2.4%	0%	-3.8%
> CCOC(=O)C1CCCN(CCC(=O)Nc2c(C(=O)OC)[nH]c3cc(OC)ccc23)C1 (configuration not stated)
  3%	-11%	-8%	-1%	-2%	-0.2%	0.7%	0%	0.0%
> CCOc1ccc(/C(O)=C2/C(=O)C(=O)N(Cc3cccnc3)C2c2ccc(N(C)C)cc2)c(C)c1 (configuration not stated)
  3%	1%	-21%	-4%	6%	0.2%	1.2%	16%	17%
> CC(C)N1CCC2(CC1)C(C#N)=C(N)NC(S)=C2C#N
  -13%	-17%	9%	-20%	3%	1.8%	8.2%	7%	-3.9%
> CC1CCC2C(=O)N(c3ccccc3OC(=O)c3ccccc3F)C(=O)C2C1 (configuration not stated)
  -6%	-28%	-30%[20 µM]	-5%	7%	-0.1%	-0.5%	7%	-5.7%
> CC(C)NC(=O)COc1ncnc2sccc12
  3%	-1%	6%	-3%	-7%	-0.2%	3.0%	-3%	-1.3%
> COCC1CCN(C(=O)CCc2nnc(C3(c4ccc(Cl)cc4)CCC3)o2)C1 (configuration not stated)
  2%	-18%	18%	11%	14%	0.9%	0.9%	1%	-5.5%
> COc1ccc2c(Cl)c(C(=O)NCc3ccco3)sc2c1
  -4%	-39%	-50%	11%	10%	0.2%	-3.4%	9%	4.9%
> NC(=O)C1CCN(C(=O)N2c3ccccc3Sc3ccccc32)CC1
  -6%	25%	·	0%	7%	0.4%	0.3%	0%	-8.3%
> CCOCCC(=O)Nc1nnc(CCc2ccccc2)s1
  1%	-26%	-33%[20 µM]	-2%	7%	0.3%	0.9%	-4%	-5.1%
> CN(C)S(=O)(=O)c1ccc(Cl)c(NC(=O)COC(=O)c2ccc(O)cc2)c1
  0%	-20%	-23%	-4%	-3%	-0.4%	-0.2%	-7%	-0.2%
> O=C(C1=C[C@H](C2CC2)C[C@H](OCCCCO)O1)N1CCN(Cc2ccc3c(c2)OCO3)CC1
  1%	-9%	-11%	-6%	6%	0.2%	-0.1%	4%	-4.2%
> COc1ccccc1NC(=O)CCS(=O)(=O)c1ccc2c(c1)NC(=O)C(C)S2 (configuration not stated)
  -3%	-10%	-14%	-1%	-9%	0.6%	-0.4%	-7%	-3.1%
> Cc1nc(N2CCN(C(=O)c3cccs3)CC2)c2c3c(sc2n1)CCCC3
  -3%	9%	-2%	8%	36%	·	-1.8%	-13%	-1.5%
> O=C(NCCCN1CCOCC1)C1CC(=O)N(CCc2ccccc2)C1 (configuration not stated)
  -4%	-18%	-64%	5%	2%	-0.1%	0.3%	22%	-6.0%
> O=C(O)Cc1sc(Nc2cccc3ccccc23)nc1-c1ccc(F)cc1
  12%	-6%	-8%	9%	11%	-0.2%	11%	-15%	-3.0%
> Nc1cc(C(=O)OCC(=O)NCCNC(=O)COC(=O)c2ccc(Cl)c(N)c2)ccc1Cl
  2%	-44%	-2%	17%	-8%	-0.1%	0.5%	20%	-0.9%
> COc1cccc(/C=N/NC(=O)c2nnn(-c3nonc3N)c2C(C)C)c1OCc1ccc(F)cc1
  3%	15%	-17%	10%	11%	-0.2%	-0.2%	-7%	-3.5%
> CC(=O)c1ccc(NC(=O)c2sc3nc(N4CCOCC4)c4c(c3c2N)CCCC4)cc1
  0%	-19%	-14%	35%	9%	0.4%	-0.2%	-5%	-0.5%
> CCOC(=O)C(CC)(CCC(=O)O)c1csc(N)n1 (configuration not stated)
  0%	1%	10%	6%	9%	-0.1%	0.7%	-5%	0.5%
> Cc1cc(NC(=O)CCCn2nc([N+](=O)[O-])c(Br)c2C)no1
  4%	-2%	-4%	22%	-4%	-0.3%	2.0%	14%	3.0%
> O=c1cc(CSc2ccccc2)nc(-c2ccccc2)[nH]1
  0%	-10%	-14%	0%	4%	0.7%	-1.6%	-4%	-1.4%
> CC(c1ccccc1C(O)c1ccccc1)N(C)C (configuration not stated)
  9%	2%	22%	-1%	29%	-0.1%	-2.0%	3%	-1.1%
> COc1cc(NC(=O)COC(=O)/C=C/c2ccccc2Cl)cc(OC)c1
  4%	-19%	8%	13%	7%	-0.2%	-0.9%	2%	10%
> O=C1CCCN1CCCNC(=S)Nc1ccc(Cl)cc1Cl
  -5%	-42%	5%	-14%	-4%	-0.8%	-0.5%	5%	-1.4%
> COc1ccc(C(=O)Nc2nnc(CCc3ccccc3)s2)c(OC)c1
  6%	-1%	-33%	8%	5%	-0.2%	1.6%	-3%	-3.3%
> CC(C)c1nnc(NC(=O)CCC(=O)Nc2ccc3cn[nH]c3c2)s1
  -2%	-1%	5%	3%	3%	0.6%	-0.1%	-5%	1.7%
> COC(=O)c1ccccc1NC(=O)C1CCCN(S(=O)(=O)c2ccc(F)cc2)C1 (configuration not stated)
  -6%	·	-26%	20%	-6%	-0.1%	-1.9%	4%	3.3%
> Cc1ccc(S(=O)(=O)N2CCN(C(=O)c3ccc(Cl)nc3)CC2)cc1
  3%	-24%	2%	3%	9%	0.1%	-0.6%	0%	-3.2%
> CNc1nc2c(Cl)cc(Cl)cc2s1
  1%	-10%	3%	17%	9%	0.6%	0.9%	-2%	3.4%
> Cc1ccc(-c2noc(CCC(=O)NCCCN3CCN(c4ccc(F)cc4)CC3)n2)cc1
  0%	6%	2%	-7%	-3%	-0.2%	0.1%	9%	5.7%
> O=C(O)c1ccc(N/N=C/c2ccc(F)c(F)c2)cc1
  0%	-31%	11%	-2%	3%	-0.1%	35%	-1%	0.0%
> Cc1ccc(SCC(=O)N2CC(C)OC(C)C2)cc1 (configuration not stated)
  4%	-30%	19%	-6%	7%	0.0%	-0.1%	2%	-1.6%
> C=CCn1c(CCNC(=O)c2ccco2)nc2ccccc21
  12%	-47%	1%	11%	6%	0.5%	0.7%	-8%	4.9%
> CCCOc1ccc(C2NC(=O)CCC2[N+](=O)[O-])cc1 (configuration not stated)
  -7%	22%	-25%[20 µM]	14%	-5%	-0.1%	0.1%	-24%	1.7%
> Cc1ccc(N(Cc2cc3cc(C)ccc3[nH]c2=O)C(=O)c2cccs2)cc1
  -1%	16%	-31%	5%	4%	-0.3%	2.2%	3%	26%
> COc1ccc(N2CCN(C(=O)CSc3nnc4c5cc(C)ccc5n(C)c4n3)CC2)cc1
  0%	34%	-3%	-13%	·	-0.1%	0.2%	1%	2.1%
> COc1ccc(OC)c(NC(=O)Cn2nc(C)c3ccccc3c2=O)c1
  -6%	8%	-24%[20 µM]	11%	-5%	-0.3%	-2.0%	13%	0.4%
> CNC(=O)c1cc(OCC(F)(F)F)ccc1OCC(F)(F)F
  6%	-43%	-6%	-2%	-11%	0.4%	-0.5%	-7%	-0.5%
> CCN(CC)CCn1c2ccccc2c2n[nH]c(=S)nc21
  -1%	-42%	-12%	-18%	-9%	-0.2%	-1.9%	3%	2.1%
> Clc1ccc(Cn2cc(/C=N/n3cnnc3)c3ccccc32)c(Cl)c1
  -4%	62%	-15%	-2%	-12%	0.0%	-3.0%	1%	9.1%
> CC(=O)c1oc2ccccc2c1NC(=O)CN1CCCCC1
  -2%	-31%	5%	-9%	15%	0.1%	0.7%	-11%	-2.9%
> CCC(C)NC(=O)c1ccccc1NC(=O)CN(c1ccc(OC)cc1)S(C)(=O)=O (configuration not stated)
  4%	11%	-34%	7%	3%	0.2%	-1.7%	-4%	-3.9%
> CCCCNC(=O)c1cc(S(=O)(=O)N2CCCCC2)oc1C
  7%	-27%	13%	-1%	18%	-0.2%	0.3%	-16%	-1.0%
> COc1ccc2[nH]c3c(=O)n(CCCCC(=O)N4CCC(C(N)=O)CC4)c(=S)[nH]c3c2c1
  3%	-24%	-15%	-23%	26%	0.0%	5.2%	15%	-0.6%
> O=C(c1[nH]ncc1[N+](=O)[O-])N1CCOCC1
  2%	-19%	9%	-4%	-10%	-0.1%	-1.5%	6%	0.4%
> NS(=O)(=O)c1ccc(CCNC(=O)c2ccccc2-c2ccccc2)cc1
  -6%	12%	5%	5%	6%	-0.2%	-0.5%	-7%	3.7%
> CCn1c(COc2ccc(=O)n(-c3ccccc3)n2)nnc1SCc1ccc(OC)cc1
  2%	3%	2%	-3%	11%	0.9%	0.8%	-5%	0.7%
> Cc1ccc(-n2c(SCC(=O)Nc3cc(S(=O)(=O)N4CCOCC4)ccc3Cl)nc3ccccc3c2=O)cc1
  7%	-22%	-3%	21%	11%	0.1%	-1.8%	0%	-2.8%

# From PubChem

# This is a subset (hit frequency here may not be typical).
